Screens from PubChem BioAssay.
ASM inhibitor: Inhibitors of Secretory Acid Sphingomyelinase (S-ASM): qHTS; 340,000 compounds, 0.006% hits; Potency, µM (top dose mostly 57.5 µM), for the others: top-dose activity change, negative = inhibition, hits mostly inhibitors; Sphingomyelin phosphodiesterase (Homo sapiens), P17405; placental ASM, HMU-PC fluorogenic substrate, 60 min; AID 504937, 2011; further: potency means the concentration at half of the fitted maximal effect
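Human placenta-derived ASM preincubated with compound 10 min at room temperature, then reacted with 9 uM (final) fluorogenic HMU-PC substrate for 60 min at 37 C. Stop solution raises pH to 10; fluorescence read at Ex 386/Em 447 nm.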
Eya2 inh: qHTS Assay for Inhibitors of the Phosphatase Activity of Eya2. Protein phosphatase EYA2 (Homo sapiens), O00167. 330,000 compounds, 0.006% hits. Potency, µM (top dose mostly 76.9 µM), inactives show top-dose activity, negative = inhibition, hits mostly inhibitors. recombinant Eya2, OMFP fluorescence dephosphorylation (OMFP is methylfluorescein phosphate); further: potency means the concentration at half of the fitted maximal effect; on the % scale 0 is the no-effect control and ±100 the full control effect
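Eya2 protein (added as 0.2 uM solution) was preincubated with compound for 10 min at ambient temperature in 50 mM HEPES pH 7.5, 50 mM NaCl, 5 uM MgCl2, 0.05% BSA, 1 mM DTT. OMFP (added at 50 uM) then reacted 10 min; fluorescence read at 485/525 nm.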
TSHR antag: Antagonists of the Thyroid Stimulating Hormone Receptor: HTS campaign. 330,000 compounds, 0.2% hits. Thyrotropin receptor (Homo sapiens), P16473. TSHR-expressing cells, TSH-stimulated cAMP HTRF, 2 h; stronger effect = lower value. activity change, negative = inhibition, % at 11.5 µM;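 active means activity change below a set negative limit, meaning inhibition stronger than a set level, cut at about -70% in these data; inconclusive means activity change between two set negative limits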; further: on the % scale 0 is the no-effect control and ±100 the full control effect
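Inhibition of cAMP made by TSHR-expressing cells under TSH stimulation (4nM final, EC80; 2 h, 37 deg C) is quantified with a one-step lysis HTRF kit, anti-cAMP cryptate versus cAMP-d2.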
USP2a inh: qHTS Assay for Inhibitors of Ubiquitin-specific Protease USP2a Using CHOP2 as the Reporter. Ubiquitin carboxyl-terminal hydrolase 2 (Homo sapiens), O75604. USP2 core, Ub-CHOP2 coupled fluorogenic reporter, 485/531. Potency, µM (series often up to 38.3 µM), for inactives: top-dose activity change, negative = inhibition, usual class: inhibitors. 330,000 compounds, 0.01% hits. AID 463254, 2010;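 further: potency means the concentration at half of the fitted maximal effect; plate controls were DMSO wells for no effect and full inhibition by NEM control for full effect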
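Cell-free coupled assay: 10nM USP2 core preincubated 30min RT with compound in Tris-HCl pH 8.0/CaCl2/CHAPS buffer, then 25nM Ub-CHOP2 and 25nM reporter substrate; fluorescence (Ex 485/Em 531) read after 60min RT, normalized to NEM inhibition, concentration-response curves fitted.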
MBNL1-CUG inh: qHTS Assay for Inhibitors of MBNL1-poly(CUG) RNA binding; Muscleblind-like protein 1 (Homo sapiens), Q9NR56; TR-FRET MBNL1-His/biotin-(CUG)12 binding, 665/545 ratio; Potency, µM (doses to about 57.5 µM), for inactives: top-dose activity change, negative = inhibition, usual class: inhibitors; 280,000 compounds, 0.036% hits; AID 2675, 2010; active means well fitted inhibition curve with a large enough effect in the signal ratio, with a control signal flat, not every such curve was filed as active; inconclusive means small, poorly fitted or top-dose-only effect, or effect the other way, or a change in a side signal; inactive means no such curve, though single readings can be large or run the other way; the % refers to the signal ratio; further: potency means the concentration at half of the fitted maximal effect; on the % scale 0 is the no-effect control and ±100 the full control effect
Target sequence (Q9NR56 whole entry, looked up): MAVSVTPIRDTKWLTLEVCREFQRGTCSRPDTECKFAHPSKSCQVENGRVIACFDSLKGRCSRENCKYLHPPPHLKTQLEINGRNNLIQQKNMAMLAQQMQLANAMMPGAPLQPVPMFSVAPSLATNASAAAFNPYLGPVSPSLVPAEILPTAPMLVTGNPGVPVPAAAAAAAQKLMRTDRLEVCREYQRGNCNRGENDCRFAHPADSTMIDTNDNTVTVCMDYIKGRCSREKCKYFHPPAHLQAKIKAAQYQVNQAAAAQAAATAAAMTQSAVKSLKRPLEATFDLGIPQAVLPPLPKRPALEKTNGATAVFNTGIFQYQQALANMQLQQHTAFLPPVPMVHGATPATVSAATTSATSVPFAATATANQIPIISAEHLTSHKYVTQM
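TR-FRET readout: Ex 340 nm, 665/545 nm emission ratio, normalized to buffer-only (basal) and MBNL1-(CUG)12 controls. Complex of MBNL1-His with Biotin-(CUG)12, compounds 92 nM–58 uM, incubated 60 min at room temperature.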
Mito fusion act: qHTS Assay for Small Molecule Inhibitors of Mitochondrial Division or Activators of Mitochondrial Fusion; S. cerevisiae fusion-defective mutant growth rescue, CellTiterGlo 48 h; Potency, µM (titrated, usually from 46.1 µM), without a hit: top-dose growth rescue (activation), most hits filed as activators; 320,000 compounds, 0.23% hits; AID 485298, 2010;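 further: potency means the concentration at half of the fitted maximal effect; % of control where 0% means no effect; nearly all actives have a fitted effect of over 45% in size; temperature-sensitive fusion mutants such as fzo1-1 at 37 °C on non-fermentable ethanol glycerol medium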
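Temperature-sensitive fusion-defective S. cerevisiae (e.g. fzo1-1, mgm1-5) were grown with compound in YPEG medium (3% ethanol, 3% glycerol) for 48 hours at 37C. Growth rescue was measured as viability by CellTiterGlo luminescence after 10 minutes at ambient.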
PKM2 activator: qHTS Assay for Activators of Human Muscle isoform 2 Pyruvate Kinase; purified PKM2, Kinase-Glo ATP luminescence, activation; response scale: 0% is enzyme alone, no compound; Potency, µM (doses to about 57.5 µM), inactives show top-dose activation, hits mostly activators; 260,000 compounds, 0.34% hits; further: potency means the concentration at half of the fitted maximal effect; on the % scale 0 is the no-effect control and ±100 the full control effect; nearly all actives have a fitted effect of over 55% in size
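ATP formation by purified human PK-M2, quantified via coupled luciferase luminescence after 1 h at room temperature with 0.1 mM ADP and 0.5 mM PEP final.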
GALK inhibitor: qHTS Assay for Inhibitors of Human Galactokinase (GALK) | Purified GALK, Kinase-Glo residual ATP luminescence | Potency, µM (highest dose often 57.5 µM), for the others: at the top dose activity change, negative = inhibition, most hits filed as inhibitors | 270,000 compounds, 0.007% hits | AID 1868, 2009; further: potency means the concentration at half of the fitted maximal effect; on the % scale 0 is the no-effect control and ±100 the full control effect
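Compounds were pin-transferred into ATP buffer (35 uM final), then GALK plus galactose (5 nM, 100 uM final) was added. After 1 h at room temperature, Kinase-Glo Plus was added and luminescence read after 10 min.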
KCNH2 WT inh: qHTS for Inhibitors of KCHN2 3.1: Wildtype qHTS | Voltage-gated inwardly rectifying potassium channel KCNH2 (Homo sapiens), Q12809 | U2OS, BacMam KCNH2, thallium flux FluxOr; stronger effect = lower value | activity change, % at 1.84 µM | 340,000 compounds, 0.37% hits;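 active means maximum activity change below -70%; inconclusive means maximum activity change between -70% and -50%; inactive means maximum activity change above -50%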; further: on the % scale 0 is the no-effect control and ±100 the full control effect
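U2OS cells transduced with wild-type KCNH2 virus are loaded with FluxOr dye for 45 min, and thallium flux is measured in kinetic reads before and after stimulation buffer. Rate constants are normalized to DMSO controls.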
BCR signal inh: qHTS Assay to Find Inhibitors of Chronic Active B-Cell Receptor Signaling. ABC-DLBCL IkBa-CBG/CBR reporter, luminescence ratio, 4 h. Potency, µM (top dose mostly 46.1 µM), for the others: at the top dose ratio change, negative = lower green/red ratio, most hits filed as inhibitors. 340,000 compounds, 0.05% hits. AID 493014, 2011; active means well fitted inhibition curve with a large enough effect in the signal ratio, with a control signal flat, not every such curve was filed as active; inconclusive means small, poorly fitted or top-dose-only effect, or effect the other way, or a change in a side signal; the % refers to the signal ratio;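 further: potency means the concentration at half of the fitted maximal effect; plate controls were basal doxycycline-induced cells for no effect and cells given 10 µM MG132 for full effect; MG132 reads +100%, hits lower the ratio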
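Concentration-response series (up to 46 uM) were applied to TMD8 dual-reporter cells for 4 h at 37C with doxycycline. Green/red ratio, after filter-overlap correction, defined %Activity; red signal alone was normalised to basal cells and zero luminescence.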
Menin-MLL TR inh: qHTS Assay for Inhibitors Targeting the Menin-MLL Interaction in MLL Related Leukemias: Competition With Texas Red Labeled MLL-derived Mutant Peptide; O00255; Menin + Texas Red MLL mutant peptide, fluorescence polarization; Potency, µM (top dose mostly 61.6 µM), inactives show at the top dose FP activity change, negative = inhibition, hits mostly inhibitors; 270,000 compounds, 0.23% hits; active means well fitted inhibition curve with a large enough effect in the polarisation, with a control signal flat, not every such curve was filed as active; inconclusive means small, poorly fitted or top-dose-only effect, or effect the other way, or a change in a side signal; inactive means no such curve, though single readings can be large or run the other way; the % refers to the polarisation; further: potency means the concentration at half of the fitted maximal effect; % of control where 0% means no effect; many of its hits are not listed in these tables
Target sequence (O00255 whole entry, looked up): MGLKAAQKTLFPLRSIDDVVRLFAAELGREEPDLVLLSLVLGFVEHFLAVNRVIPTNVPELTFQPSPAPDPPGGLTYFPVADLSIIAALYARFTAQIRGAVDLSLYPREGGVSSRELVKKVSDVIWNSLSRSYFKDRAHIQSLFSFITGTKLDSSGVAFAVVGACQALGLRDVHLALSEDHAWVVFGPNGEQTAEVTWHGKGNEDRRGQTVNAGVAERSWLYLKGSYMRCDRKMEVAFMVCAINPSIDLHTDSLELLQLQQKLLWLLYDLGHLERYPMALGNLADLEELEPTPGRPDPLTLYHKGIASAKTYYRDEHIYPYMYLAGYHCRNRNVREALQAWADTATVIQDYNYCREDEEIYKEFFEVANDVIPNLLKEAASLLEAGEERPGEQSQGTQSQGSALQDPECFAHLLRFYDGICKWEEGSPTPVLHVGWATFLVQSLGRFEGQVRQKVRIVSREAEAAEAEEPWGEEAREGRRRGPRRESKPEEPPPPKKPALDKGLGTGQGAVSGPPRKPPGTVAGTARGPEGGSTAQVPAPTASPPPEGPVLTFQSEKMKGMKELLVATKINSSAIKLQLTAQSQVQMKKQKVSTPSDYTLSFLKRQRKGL
Numbers without * were called inactive; ? = inconclusive; · = not tested or not shown; [ ] = another dose, or the depositor's remark. Unless noted, the call rests on the fitted dose curve; in most records, active means well fitted curve in the direction sought with a large enough effect; inconclusive means small, poorly fitted or top-dose-only effect, or another doubt; inactive means no such curve, though single readings can be large; an effect the other way counts as inactive or inconclusive. The list is partial; rates above refer to the full screens.

SMILES | ASM inhibitor | Eya2 inh | TSHR antag | USP2a inh | MBNL1-CUG inh | Mito fusion act | PKM2 activator | GALK inhibitor | KCNH2 WT inh | BCR signal inh | Menin-MLL TR inh
COc1ccc2[nH]c(C(=O)Nc3ccccc3Cl)cc2c1 | 8% | 1% | -3 | 0% | · | 8% | 1% | -3% | -1 | ? | ·
O=C(CSCc1ccccc1)N1CCN(C(=O)c2ccco2)CC1 | 4% | -12% | 0 | 1% | -8% | 1% | -1% | -1% | 0 | 4% | 14%
COc1ccc(C)cc1NC(=O)CCNS(=O)(=O)c1ccc2c(c1)CCC(=O)N2 | 1% | 1% | -6 | 3% | 3% | -1% | · | -3% | 6 | 1% | 0%
Cc1nnc(SC(C)C(=O)Nc2c(C)n(C)n(-c3ccccc3)c2=O)n1N (stereo unspecified) | 1% | 13% | 24 | 1% | 3% | 6% | 24% | 3% | 3 | 4% | -6%
COC(=O)c1ccc(Oc2nc(N(C)C)nc(N3CCOCC3)n2)cc1 | 0% | ? | -4 | 2% | 2% | 1% | ? | -1% | -1 | 2% | 2%
O=[n+]1c2c(n([O-])c3c1CCCC3)CCCC2 | -1% | -15% | 10 | -2% | ? | -5% | -14% | -2% | 21 | -6% | -14%
O=C(CSc1ncnc2c1nnn2Cc1ccc(F)cc1)NCC1CCCO1 (stereo unspecified) | -2% | 3% | -11 | 0% | 9% | -1% | 9% | -3% | -8 | ? | 9%
CCn1c(=O)cc(SCC(=O)Nc2ccc(Cl)cc2)c2ccccc21 | -18% | 5% | 2 | -1% | 8% | 0% | -1% | 3% | -6 | 1% | 15%
O=C1CCC(CCC(=O)N2CCCC(C(=O)c3ccc4c5c(cccc35)CC4)C2)=NN1 (stereo unspecified) | 4% | 1% | 6 | 1% | ? | 6% | -1% | 3% | 6 | -13% | -19%
O=C(COC(=O)c1ccccc1F)NC1CCCC1 | -4% | -19% | -2 | 3% | 2% | -5% | · | 3% | 1 | 5% | 1%
Cc1c(C(=O)NCc2ccccc2)oc2c1C(=O)CCC2 | -1% | -8% | 8 | 2% | -4% | -6% | 7% | -1% | 2 | 4% | -19%
CCC(=O)N1CC2(CC(c3cccc(NC(=O)COc4ccc(Cl)cc4)c3)=NO2)C[C@@H]1C(N)=O (stereo partly specified) | · | -3% | 0 | 3% | 1% | -8% | 0% | 3% | · | ? | ·
Clc1ccc(CSc2ccc(-c3ccco3)nn2)cc1 | 0% | -6% | 3 | 3% | 7% | -1% | 4% | 3% | -8 | 17% | -12%
CCOC(=O)CN(c1ccccc1)S(=O)(=O)c1ccc(F)cc1 | -1% | 7% | 13 | 2% | · | -5% | -6% | 11% | -13 | 9% | -2%
COc1ccc(Cl)cc1N(CC(=O)N1CCC(C)CC1)S(C)(=O)=O | 2% | 14% | -2 | 1% | -10% | 7% | -7% | 0% | -3 | 0% | 3%
CCN(CC)CCn1c(NCc2ccco2)nc2ccccc21 | -2% | 0% | 4 | -1% | -8% | -5% | 3% | -1% | 27 | -18% | ?
COc1ccc(C(=O)Nn2c(SCc3cccc([N+](=O)[O-])c3)nc3ccccc3c2=O)cc1 | -12% | -3% | 6 | -3% | 25% | 18% | -3% | 2% | -8 | ? | 12%
COCCN=C1Sc2nc3cc(C)c(C)cc3cc2CN1Cc1cccs1 | -2% | 1% | -1 | 4% | 6% | -1% | 4% | 1% | -4 | -1% | ·
Cc1ccc(S(=O)(=O)NC(=O)Nc2ccc(N(C)C)cc2)cc1 | -3% | 10% | -75* | 2% | ? | -9% | -14% | 2% | -2 | ? | ·
COc1cc(C2C3=C(CC(C)(C)CC3=O)Nc3ccccc3N2C(C)=O)cc(OC)c1OC (stereo unspecified) | -1% | 10% | 2 | -1% | 3% | 0% | 0% | 3% | 4 | -9% | ?
O=C(c1cccc(S(=O)(=O)N2CCOCC2)c1)N1CCN(S(=O)(=O)c2cccs2)CC1 | -2% | 14% | 6 | 0% | -6% | -3% | 0% | 0% | 7 | 0% | 2%
CN(C)CC(C)(C)CNC(=S)NCc1ccc2c(c1)OCO2 | 10% | 10% | 10 | -2% | 24% | -9% | -4% | 3% | 21 | -2% | 6%
CC1(C)OC(=O)C(=CNC(Cc2c[nH]c3ccccc23)C(=O)O)C(=O)O1 (stereo unspecified) | 4% | -2% | 0 | 1% | -2% | -1% | 0% | -1% | -3 | -3% | 7%
C#CCOCCOCCOCCNc1nc(N2CCN(C(=O)[C@H](CCCN=C(N)N)n3cc(C(N)[C@@H](C)CC)nn3)CC2)nc(N2CCN(C(=O)[C@H](CC(N)=O)n3cc([C@@H](N)CC(N)=O)nn3)CC2)n1 (stereo partly specified) | 10% | 3% | 6 | -1% | · | · | · | · | 0 | 2% | ·
O=C(Nc1cc(S(=O)(=O)N2CCOCC2)ccc1N1CCCCC1)c1ccc(Cl)cc1 | -7% | -5% | -8 | 2% | · | 24% | · | · | -10 | 3% | ·
CCn1c(COc2ccc3c(c2)OCO3)nnc1SCC(=O)c1ccc(Cl)cc1 | 3% | 30% | -9 | 0% | -3% | 1% | 0% | -3% | 7 | ? | -12%
Cc1ccccc1-c1nc(CN2CCC(C(=O)NCc3cccnc3)CC2)c(C)o1 | 4% | -11% | 13 | -1% | -18% | -1% | 10% | 1% | 65 | -2% | -5%
CCOc1ccc(/C(O)=C2/C(=O)C(=O)N(CCCN3CCOCC3)C2c2ccc(C)cc2)cc1C (stereo unspecified) | -1% | -2% | 2 | 2% | 13% | -1% | 0% | 5% | 20 | 3% | -15%
CCOC(=O)CNNC(=O)Nc1ccc(Cl)c(Cl)c1 | 5% | 1% | -3 | 0% | -7%[11.5 µM] | 2% | -1% | · | 5 | 1% | 5%
COc1cc(NS(=O)(=O)c2ccc(NC(=O)NC3CCCCC3)cc2)nc(OC)n1 | -1% | -23% | -7 | 3% | -13% | -3% | -3% | 2% | 19 | -5% | -8%
O=C(O)C1CCCN1C1=NS(=O)(=O)c2ccccc21 (stereo unspecified) | -1% | -2% | -11 | 0% | 1% | 2% | · | 0% | -6 | 3% | ·
COc1ccc(CNS(=O)(=O)NCc2ccccc2)cc1OC | 1% | ? | 1 | 2% | · | -1% | 2% | 10% | -22 | 3% | 2%
Cc1onc(-c2c(Cl)cccc2Cl)c1C(=O)NC1CCCCC1 | 0% | -5% | -12 | 4% | 8% | 14% | · | 0% | -15 | ? | ·
Cc1ccc(Nc2nnns2)cc1C | 2% | 3% | 4 | 1% | 3% | 8% | -5% | -1% | 4 | 1% | 17%
O=C1NC[C@H](c2ccccc2)N(CCC23CC4CC(CC(C4)C2)C3)C1=O | -1% | 8% | 1 | -1% | · | -17% | · | · | 1 | -3% | ·
S=C(NCc1cccnc1)Nc1ccc(Oc2ccccc2)cc1 | 0% | ? | -6 | 1% | 3% | 3% | 4% | -1% | 16 | -3% | 9%
